# Assay outcomes as filed in PubChem.
# SDO1 yeast rescue: growth rescue of sdo1-depleted yeast, primary screen, S. cerevisiae, bone marrow failure model. AID 817, 2007. 140,000 tested, 0.21% active. S. cerevisiae sdo1-depleted JHY4D growth rescue, OD600 30 h; active compounds read high; pdr5 snq2 efflux-pump mutant strain. z-score at 10 µM;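 active means z-score above 3 at both the 24 hr and the 30 hr optical density reads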;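 further: z-score against mean and SD of all compound wells on the same plate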
# INS promoter inh: inhibitors of insulin promoter-driven GFP, primary screen, imaging, TRM-6 cells (human fetal islet line), eGFP reporter, cell count; 130,000 tested, 0.9% active; inhibition, % at 2 µM; AID 1273, 2008; reporter expression induced with tamoxifen;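 active means inhibition above the mean plus 3 SD, with well images judged a real hit on visual review, cut at about 60% in these data, passing the limit was not always enough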
# SDO1 yeast rescue Rescue 24 h: recorded beside SDO1 yeast rescue, whose call it bears; z-score; S. cerevisiae sdo1-depleted JHY4D growth rescue, OD600; measured here: growth rescue at 24 h;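 0 is the plate mean of compound wells and units are plate SD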
# Numbers without * were called inactive; i = inactive; . = not tested or not shown.
SDO1 yeast rescue,SDO1 yeast rescue Rescue 24 h,INS promoter inh,SMILES
0.51,-0.02,.,COc1ccc(-n2ncc3c(NC(C)C)ncnc32)cc1
-0.33,0.45,.,CCOc1ccc(C(=O)Nc2ccc(NC(=S)NC(=O)CC)cc2)cc1Cl
0.19,0.24,4,COc1cc(NS(=O)(=O)c2ccc(N/C=C(\C#N)c3nc4ccccc4o3)cc2)nc(OC)n1
-1.3,-0.26,.,CN(C(=O)c1ccccc1)c1nc2ccccc2s1
.,.,25,O=[N+]([O-])c1ccccc1Oc1ccc(C(F)(F)F)cn1
.,.,57,Cc1ccc2nc(SCC(=O)Nc3nonc3N)[nH]c2c1
-0.44,0.18,27,COc1ccc(/C=C/C(=O)NC(=S)Nc2ccc(C(=O)O)cc2)cc1
0.9,0.27,15,Cc1ccc(C2NS(=O)(=O)N=C2N)cc1 (configuration not stated)
0.21,-0.78,-4,O=C(Nc1ccccc1)N1CCN(Cc2ccccc2)CC1
.,.,-8,CN(C)/C=C(\C#N)C(=O)N/N=C/c1ccc(F)cc1
0.09,1.9,13,O=C(Nc1cccc(Cl)c1N1CCCCC1)c1ccc(N2CCOCC2)c([N+](=O)[O-])c1
.,.,-58,COc1ccccc1N1CCN(C(=O)CCCCCn2c(=O)[nH]c3ccsc3c2=O)CC1
1.1,-0.1,-21,O=C(CCCC(=O)NCCc1ccccc1)NCCc1ccccc1
0.49,-0.05,10,Cc1cc(C)c(C(N)=O)c(SCC(=O)c2ccc(Cl)cc2)n1
.,.,27,CC(=O)N/N=C(\C)CC(=O)NC(C)(C)C

# The list goes on:
SDO1 yeast rescue,SDO1 yeast rescue Rescue 24 h,INS promoter inh,SMILES
1.2,0.56,9,O=C(NCCN1CCCCCC1)c1ccc(N2CCCC2=O)cc1
-0.12,-0.94,.,CCc1ccc(NC(=O)c2noc3c2CCCCC3)cc1
-0.4,-1.1,19,CCOC(=O)c1ccc2c(c1)n(CC)c(/C=C/N(C)c1ccccc1)[n+]2CC
-0.52,-0.93,.,COC(=O)c1ccccc1NC(=O)c1sc(N)nc1C
0.41,0.19,33,CCN(CC)CCN1C(=O)C(=O)/C(=C(/O)c2ccncc2)C1c1ccccc1F (configuration not stated)
-2.3,-1.5,0,Cc1cccc(/C(N)=N/OC(=O)C23CC4CC(CC(C4)C2)C3)c1
-1.3,-0.86,-37,O=C(CSc1nc2ccccc2c(=O)n1NC(=O)c1ccccc1)c1ccc(Cl)cc1
.,.,-11,Cn1cc2cccc([N+](=O)[O-])c2n1
1.4,2.2,-217,CC1Cc2ccccc2N1c1nc(C2CC2)nc2c1nnn2Cc1ccccc1 (configuration not stated)
.,.,-75,COc1cc(/C=C(\C#N)c2nc3ccccc3s2)cc([N+](=O)[O-])c1O
-0.15,-0.45,.,CC1CCc2nc(N)c(C#N)c(-c3ccncc3)c2C1 (configuration not stated)
0.5,0.07,-13,CCOC(=O)CNC=C(C(=O)OCC)C(=O)OCC
-0.01,-0.15,.,CSc1nccc(Nc2ccccc2)c1C#N
0.41,0.14,40,O=C1C2C3C=CC(C4CC34)C2C(=O)N1c1nccs1 (configuration not stated)
0.33,-0.53,8,CCC(C)S(=O)(=O)c1snnc1C (configuration not stated)

# Taken from the results shown for reference:
SDO1 yeast rescue,SDO1 yeast rescue Rescue 24 h,INS promoter inh,SMILES
0.41,0.14,40,O=C1C2C3C=CC(C4CC34)C2C(=O)N1c1nccs1 (configuration not stated)
0.33,-0.53,8,CCC(C)S(=O)(=O)c1snnc1C (configuration not stated)

# (further entries)
SDO1 yeast rescue,SDO1 yeast rescue Rescue 24 h,INS promoter inh,SMILES
0.32,0.89,-31,COc1ccccc1NS(=O)(=O)c1cc(NC(=O)c2ccncc2)ccc1N1CCOCC1
0.78,1.1,4,CC1=CCC2C(=O)N(c3ccc(C(=O)N4CCCCCC4)cc3)C(=O)C2C1 (configuration not stated)
.,.,-39,COc1ccc(CCNC(=O)CS(=O)(=O)c2cn(CC(=O)N3CCOCC3)c3ccccc23)cc1OC
-0.18,-0.2,.,CCc1nc(SCC(=O)N2CCOCC2)c2c(=O)n(C)c(=O)n(C)c2n1
0.25,0.08,28,O=C(NCCOC(=O)c1ccncc1)c1ccccc1
.,.,18,CS/C(=C\[N+](=O)[O-])Nc1ccc(OC(F)(F)F)cc1
0.71,1.2,30,COCCOC(=O)C1=C(C)Nc2nc(C)nn2C1c1ccccc1 (configuration not stated)
1.2,2.1,-131,C=CC1C(N2CCOCC2)C(C)(C)S1(=O)=O (configuration not stated)
0.15,-0.05,.,CC(=O)[C@H]1[C@@H]2C(=O)N(c3cccc(Cl)c3)C(=O)[C@@H]2[C@H]2c3ccccc3C=CN21
-0.56,-0.73,-14,CC(C(=O)O)C1SC(=O)NC1=O (configuration not stated)
1.2,0.89,.,N#CC1=C(N)N(c2ccc(Br)cc2)C2=C(C(=O)CCC2)C1c1cccnc1 (configuration not stated)
0.06,-0.29,-12,O[C@@H](CNC[C@H](O)c1ccccc1)c1ccccc1
0.25,0.14,33,Brc1ccc2nc3c(n2c1)CCCC3
0.59,-0.01,-17,O=C(O)CCN1CC2([N+](=O)[O-])C=CC(=O)C([N+](=O)[O-])(C1)C2CC(=O)c1ccccc1 (configuration not stated)
0.16,0.32,6,Cc1ccc(-c2cn3c(n2)CCCC3)cc1

# Other results
SDO1 yeast rescue,SDO1 yeast rescue Rescue 24 h,INS promoter inh,SMILES
-1,0.56,24,O=c1c2ccccc2nc(SCc2cc(F)cc3c2OCOC3)n1Cc1ccco1
-2.1,-2,-28,Clc1ccc(CSc2nnc(NC3=NCCCCC3)s2)cc1
-1.5,0.17,.,O=C1CS/C(=C\[N+](=O)[O-])N1c1ccccc1
-0.23,-0.43,-13,COc1ccc(C2CC3CC(c4ccccc4)N2O3)cc1 (configuration not stated)
1.1,2.2,.,CCOC(=O)c1sc(C)c(C(=O)NCCCN2CCOCC2)c1N
.,.,20,COc1cc(NC(=O)c2cccs2)ccc1NC(=O)c1ccccc1Cl
0.51,0.7,-107,COC(=O)CCn1nnc(-c2ccc(C(C)C)cc2)n1
0.08,-0.34,-149,COc1cccc(-c2noc(CCC(=O)NC3CCCCC3)n2)c1
0.55,0.64,7,O=C(CSCc1ccc(Cl)cc1)N/N=C/c1c(Cl)cccc1Cl
0.16,-0.09,-28,O=S(=O)(Nc1cccc(-c2cn3cccnc3n2)c1)c1ccc(F)cc1
0.72,0.15,-25,COc1ccc(CCNC(=O)CN(c2ccc(OC)c(OC)c2)S(C)(=O)=O)cc1OC
0.8,-0.09,-7,CCC(C)(C)NC(=O)CN(Cc1cccs1)C(=O)CCC(=O)Nc1nccs1
.,.,40,Cc1cccc(Nc2nnc(SC3CCOC3=O)s2)c1C (configuration not stated)
.,.,-4,Cc1ccc(Cc2c(C)nc3c(C(=O)O)cnn3c2C)cc1
0.2,0.08,.,CC(C)Cn1c(CN2CCCCC2C)nc2c1c(=O)n(C)c(=O)n2C (configuration not stated)

# In the list so far, these contain bromine:
SDO1 yeast rescue,SDO1 yeast rescue Rescue 24 h,INS promoter inh,SMILES
1.2,0.89,.,N#CC1=C(N)N(c2ccc(Br)cc2)C2=C(C(=O)CCC2)C1c1cccnc1 (configuration not stated)
0.25,0.14,33,Brc1ccc2nc3c(n2c1)CCCC3

# (cont.)
SDO1 yeast rescue,SDO1 yeast rescue Rescue 24 h,INS promoter inh,SMILES
-0.54,-0.49,.,Cn1cccc1Cc1nnc(SCC(=O)Nc2ccc(F)cc2)n1CCc1ccccc1
0.15,-0.73,-29,Clc1ccc(SCCn2cncn2)cc1
1.3,1.5,58,O=C1CN(C(=O)c2ccccn2)c2ccccc2N1
1.3,1.3,-89,Cc1sc2cc(-c3cccc([N+](=O)[O-])c3)c(-c3cccc([N+](=O)[O-])c3)c[n+]2c1C
0.06,-0.32,.,CCOC(=O)CSc1nc(-c2ccncc2)ccc1C#N
-0.12,-0.6,7,COC(=O)c1ccc(OCC(=O)c2ccccc2)cc1
-0.14,-0.08,9,CCCCOC(=O)Cn1c(=O)n(CC(=O)OCCCC)c2ccccc21
0.36,-0.6,.,Cc1ccc(OCC(=O)N(Cc2ccccc2)C2CCS(=O)(=O)C2)c([N+](=O)[O-])n1 (configuration not stated)
0.32,0.19,-30,Cc1ccc2nc(C3CCCN(C(=S)Nc4ccccc4C)C3)[nH]c2c1 (configuration not stated)
0.73,0.74,.,COC(=O)c1c(N2C(=O)[C@H]3[C@@H](C2=O)[C@]2(C(=O)Nc4c2ccc(C)c4C)N2CCC[C@@H]32)sc(C)c1C
1.2,1.1,49,CSC(=NC#N)N1CCN(c2ccc(Cl)cc2)CC1
0,0.07,-30,COc1ccccc1N1N=C(c2cccs2)CC1c1ccccc1 (configuration not stated)
-0.58,0.5,-45,C/C(N)=C(/C#N)C(=O)CSc1nc2cc(Cl)ccc2c(=O)n1-c1ccc(C)cc1
0.94,0.25,4,C=CCOc1ccc(CNn2c(C)n[nH]c2=S)cc1OC
-0.71,-0.7,.,Cc1ccc(CNC(=O)CSc2nc(C)cc(C)c2C#N)cc1

# One compound at a time, as listed above:
# Results for Cc1ccc(CNC(=O)CSc2nc(C)cc(C)c2C#N)cc1 = SDO1 yeast rescue: -0.71; SDO1 yeast rescue Rescue 24 h: -0.7; INS promoter inh: .
# Results for CCCCOC(=O)Cn1c(=O)n(CC(=O)OCCCC)c2ccccc21 = SDO1 yeast rescue: -0.14; SDO1 yeast rescue Rescue 24 h: -0.08; INS promoter inh: 9

# The list goes on.
SDO1 yeast rescue,SDO1 yeast rescue Rescue 24 h,INS promoter inh,SMILES
-0.01,-0.34,-52,COc1ccc(OC)c(S(=O)(=O)N(C)CC(=O)N2CCc3ccccc3C2)c1
0.47,0.08,-167,O=C(OCCCN1CCCC1)C1(c2ccccc2)CCCC1
.,.,8,COC(=O)c1ccc(C(=O)OC)c(NC(=O)CSc2nnc(-c3ccccc3Cl)o2)c1
0.79,0.39,.,O=C(O)CNC(=O)/C(=C/c1cccc([N+](=O)[O-])c1)NC(=O)c1ccco1
1.9,2,.,O=C(COC(=O)c1cc(Br)ccc1Cl)NC1CC1
-1.1,-0.98,-61,CC1CCCN(S(=O)(=O)c2cc(Cl)ccc2Cl)C1 (configuration not stated)
-0.81,-0.49,-13,COc1ccc(-n2c(SC(CN3CCCCC3)CN3CCCC3=O)nc3ccccc3c2=O)cc1 (configuration not stated)
-0.13,-0.65,-80,CCOc1ccc(NC(=O)CN2CCN(CC(=O)Nc3ccc(F)c(F)c3)CC2)cc1
-0.87,-0.93,-60,C=CCn1c(-c2cccc(OC)c2)nc2nc3ccccc3nc21
0.58,1,.,COc1cccc(NC2=NCC(=O)N2Cc2cccs2)c1
0.35,-0.13,.,COc1ccc(N(C(C)C(=O)NCc2ccco2)S(C)(=O)=O)cc1 (configuration not stated)
.,.,55,COc1ccc(/C=N/NC(=O)CC(=O)N/N=C/c2ccc(OC)cc2)cc1
-1.7,-1.6,36,CCn1c(SCC(=O)NC2CCCCC2)nc2c(c1=O)SC(C)C2 (configuration not stated)
-1.2,-0.47,.,COc1ccc(Cn2c(/C=C/c3ccccc3)nc3ccccc32)cc1
-0.02,-0.28,i,CCOC(=O)C1CCN(C(=O)C2CCCCC2)CC1

# Copied from the list.
# Reading for CN(C(=O)c1ccccc1)c1nc2ccccc2s1 in SDO1 yeast rescue: -1.3
# Reading for CC(=O)N/N=C(\C)CC(=O)NC(C)(C)C in INS promoter inh: 27

# (cont.)
SDO1 yeast rescue,SDO1 yeast rescue Rescue 24 h,INS promoter inh,SMILES
.,.,0,CCOc1ccc(NS(=O)(=O)c2ccc3[nH]c(=O)cc(C(=O)O)c3c2)cc1
.,.,18,C/C(=N/NC(=O)CSc1nc2ccccc2n1C)c1ccncc1
-0.87,-0.21,.,CCOc1c2ccc(C(=O)NCC34CC5CC(CC(C5)C3)C4)cc2nn1CC
-0.36,0.62,-26,Cc1cc2nc(-c3ccc(NC(=O)C(C)C)cc3)oc2cc1C
-1.3,-0.96,.,Cc1cc(Oc2ccc(-c3ccccc3)cc2)n2ncnc2n1
-0.96,-0.34,-36,O=C1c2cccc3cccc(c23)C(=O)N1OS(=O)(=O)c1ccccc1
0.93,2.8,4,COC(=O)c1cc(NC(=O)/C=C/c2ccc3c(c2)OCO3)cc(C(=O)OC)c1
-0.89,-1.1,.,CCOC(=O)c1cc2c(s1)-c1c(C)cccc1OC2
-1.4,-1.1,.,Cc1cccc2cc(C#N)c(SCC(=O)N3CCC(C)CC3)nc12
0.08,0.38,6,C1=CN2CCC1C(c1ccccc1)C2 (configuration not stated)
.,.,-153,Cc1n[nH]c(=S)n(NC(=O)/C=C/C(=O)Nn2c(=S)[nH]nc(C)c2=O)c1=O
0.75,1.2,-74,CCOC(=O)c1ccc(Nc2c(CC)c(C)nc3ncnn23)cc1
0.11,-0.23,0,COC(=O)c1nc(-n2nc(C)cc2C)ccc1Cl
0,-0.06,.,NC(=O)CSc1nc2sc(-c3ccccc3)cc2c(=O)n1N
1.7,2,.,Cc1ccc(C(=O)N2CC(=O)Nc3ccc(F)cc3C2c2ccccc2)cc1[N+](=O)[O-] (configuration not stated)
0.11,-0.7,.,O=C(CSc1nnc(Cc2cc(=O)[nH]c(=O)[nH]2)n1-c1ccc(F)cc1)N1CCCCC1
-0.96,-1.3,.,COc1ccc(CC(=O)Nc2cc3oc4ccccc4c3cc2OC)cc1
.,.,-57,Nc1cc2nc[nH]c2cc1N

# Not all compounds are listed (hit frequency here may not be typical).
